PhoP inhibition: PhoP-dependent GFP reporter repression – Salmonella Typhimurium, primary screen (AID 1863). S. Typhimurium PhoP-regulated promoter GFP reporter, 4 h; higher % means a stronger effect. inhibition, % at 50 µM; hits with a dose series show IC50 in µM. hit rate 0.16% among 300,000;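 active means inhibition over 29.93%, a cutoff 3 SD above the screen mean, later confirmed by dose response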;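 further: 0% = low Mg2+ inducing control and 100% = high Mg2+ repressing control; strong numbers were not always called active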
T cell modulator: T cell immune modulation candidate; calls only at 7 µM; AID 2052; 2C CD8+ T cell-vesicle binding, flow cytometry; stronger effect = lower value; hit rate 0.068% among 330,000;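 active means response, share of CD8 T cells binding vesicles, and their 90th percentile fluorescence all below set limits, cut at about 80% in these data, passing the limit was not always enough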
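System: murine 2C transgenic CD8+ T lymphocytes; also added: QL9-loaded Drosophila micro-vesicles; times: binding 1.5 h at 37 °C; measured by: flow cytometry, PE anti-B7-1 (FL2) versus Alexa647 anti-CD8 (FL8), PFA-fixed; control set: Peptide-free naked vesicles (low) and QL9 vesicles with 0.7% DMSO vehicle (high)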
RSV antiviral HEp-2: inhibition of RSV-induced cytopathic effect – HEp-2 cells, primary 10 µM value included (AID 2391); HEp-2 cells, RSV-induced CPE inhibition; higher % means a stronger effect; CPE inhibition, % at 10 µM, or IC50 in µM where a hit was titrated; hit rate 0.13% among 310,000; in the data active means a potency from the dose series; further: strong numbers were not always called active
SV40 large T antigen: TAg ATPase/helicase activity blockers – biochemical (AID 1903) | SV40 large T antigen ATPase/helicase inhibition assay; higher % means a stronger effect | one-dose inhibition, % at 20 µM; IC50 in µM for titrated hits | hit rate 0.39% among 310,000; in the data active means a potency from the dose series; further: strong numbers were not always called active
Myeloid diff 2: compounds promoting myeloid differentiation; hit rate 1% among 360,000; ER-HoxA9 myeloid progenitors, lysozyme-GFP differentiation, flow cytometry; calls only at 10 µM;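 active means normalized GFP-positive differentiation at or above the plate's own cutoff, the solvent-only control mean plus 3 SD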;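 further: cells exposed to compound for four days before flow analysis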
NTR1 agonist: agonists of NTR1, primary screen, imaging, U2OS cells, beta-arrestin-GFP, high content (AID 493036); P30989; NTR1-U2OS beta-arrestin-GFP spot imaging, agonist mode; activation, % at 20 µM; hit rate 0.17% among 330,000;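 active means activation at or above 40% of the spot to cytoplasm intensity ratio, with at least 20 cells analyzed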;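 further: 0% = DMSO without peptide and 100% = 100 nM NTR1 peptide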
Target sequence (P30989 whole entry, looked up): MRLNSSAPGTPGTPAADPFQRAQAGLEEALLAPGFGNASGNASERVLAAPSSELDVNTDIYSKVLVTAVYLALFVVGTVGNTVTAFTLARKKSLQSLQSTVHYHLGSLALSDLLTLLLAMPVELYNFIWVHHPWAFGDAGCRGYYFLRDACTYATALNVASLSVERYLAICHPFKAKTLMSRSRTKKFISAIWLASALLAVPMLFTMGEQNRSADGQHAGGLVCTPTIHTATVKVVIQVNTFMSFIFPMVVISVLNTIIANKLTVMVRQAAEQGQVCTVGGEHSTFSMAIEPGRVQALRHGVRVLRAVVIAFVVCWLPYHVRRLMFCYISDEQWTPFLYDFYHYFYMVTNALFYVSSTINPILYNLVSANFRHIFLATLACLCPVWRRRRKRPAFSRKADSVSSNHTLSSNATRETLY
MgcRacGAP inhibition: MgcRacGAP GTPase-activating activity inhibitors, confirmation, biochemical, ADP Hunter fluorescence; one-dose inhibition, % at 30 µM; IC50 in µM for titrated hits; MgcRacGAP-stimulated Rac1 GTP hydrolysis, ADP Hunter fluorescence; higher % means a stronger effect; GST-tagged Rac1 F28L mutant substrate; hit rate 0.6% among 340,000;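 active means first-screen hits whose inhibition reached a set limit at any dose in the follow-up dose series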;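 further: fluorescence reports GDP produced by GAP-driven GTP hydrolysis; strong numbers were not always called active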
TNAP activation fold: human TNAP enzyme activators, primary screen, biochemical, luminescent, no phosphate acceptor, uHTS (AID 1001); purified TNAP, luminescent activation assay, no phosphate acceptor; higher activation fold means a stronger effect; hit rate 0.03% among 200,000; activation fold at 20 µM, or EC50 in µM where a hit was titrated; in the data active means activation fold from about 3, or a potency from the dose series; inactive means the rest, 99 in 100 with activation fold below about 1.6; further: many of its hits are not listed in these tables
K1F lysis inhibition: inhibition of K1F phage lysis, E. coli UTI89, bacterial capsule biogenesis inhibitors, alamar blue (AID 488966); E. coli UTI89 K1F phage lysis, alamar blue, 2 h; higher % means a stronger effect; inhibition, % at 100 µM; hits with a dose series show IC50 in µM; hit rate 0.02% among 340,000;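 active means phage lysis inhibition, versus mean bacterial control, above a set limit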;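 further: capsule biogenesis inhibitors block K1F phage lysis so surviving cells raise fluorescence; higher fluorescence means more inhibition of phage lysis; actives were called in the ten point dose series up to 300 µM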
T cell modulator vesicle-bound %: second read-out of T cell modulator, no call of its own (marks repeat the call); double positive events, %; measured here: CD8+ vesicle-bound cell fraction;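 binding gate set so that unloaded-vesicle control wells show 10% double positive cells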
NTR1 agonist cell count 20 µM: second read-out of NTR1 agonist, no call of its own (marks repeat the call); cell count; measured here: cell count, cytotoxicity flag
Myeloid diff 2 GFP+ MAC1+ %: further read-out of Myeloid diff 2, marked with its call; GFP+ MAC1+ double positive, %; measured here: differentiation confirmed by MAC1 staining
The depositor's hits bear a star; i = inactive; · = not tested or not shown; + = active, no number; [ ] = remark or other dose. Random draw from the library, and some 2.3% of all compounds hit somewhere here.

molecule,NTR1 agonist,T cell modulator vesicle-bound %,RSV antiviral HEp-2,NTR1 agonist cell count 20 µM,Myeloid diff 2 GFP+ MAC1+ %,Myeloid diff 2,T cell modulator,SV40 large T antigen,MgcRacGAP inhibition,K1F lysis inhibition,TNAP activation fold,PhoP inhibition
COC(=O)c1ccc2nccnc2c1,0.1,57.1,0.5%,51,0.5,i,i,11.1%,2.3%,0.0%,·,-1.1%
COc1ccccc1C(=O)NC(CCSC)C(=O)NNC(=O)c1ccncc1 (stereo not given),-0.4,27.7,-2.5%,60,0.4,i,i,10.8%,8.0%,1.0%[50 µM],·,4.6%
Cc1ccc(CN2CCN(C(=O)CC(C)C)CC2)cc1,-0.6,46.7,1.5%,71,0.3,i,i,-3.2%,38.2%,0.8%,·,2.0%
O=C(COC(=O)/C=C/c1ccc(S(=O)(=O)N2CCOCC2)cc1)NCc1ccc(F)cc1,0.2,34.9,-0.4%,30,0.1,i,i,2.6%,2.6%,-0.4%,1.1,2.4%
CCc1c(C)nc2ccc(Br)cc2c1Cl,0.5,44.0,4.4%,71,0.9,i,i,15.7%,5.3%,2.3%,1,-9.2%
C(=N\Nc1nc(N2CCCC2)nc(N2CCCC2)n1)/c1ccccc1OCc1ccccc1,1.9,52.7,2.7%,40,0.6,i,i,27.3%,-3.4%,0.1%,1.1,-1.6%
O=C(CSc1c2c(nc3ccc(Cl)cc13)CCCC2)NCCCN1CCOCC1,-1.6,47.8,1.0%,59,0.4,i,i,4.9%,13.1%,0.3%,1.1,-9.6%
Cc1ccc(-c2nc(CS(=O)CC(=O)NC3CCCC3)c(C)o2)cc1 (stereo not given),-1.0,31.0,1.2%,92,2.9,i,i,11.5%,6.0%,0.4%,1,-2.0%
O=C(c1cccc(Cl)c1)N1CCCC(C(=O)N2CCCCCC2)C1 (stereo not given),1.6,42.3,1.3%,75,0.2,i,i,10.7%,11.8%,0.4%,1,4.2%
CCCCOc1ccc(OC(=O)Nc2cc(Cl)ccc2OC)cc1,-2.6,52.5,0.3%,73,2.2,i,i,4.7%,24.7%,0.2%,·,12.6%
Cc1ccc(C2CC(c3ccccc3)=NN2C(=O)CSc2nnc(-c3ccncc3)n2C)o1 (stereo not given),5.7,39.4,0.6%,66,1.5,i,i,19.3%,8.4%,0.0%,1,10.8%
O=C(O)C1C2CCCCC2=C2CCCCC2C1C(=O)c1ccccc1 (stereo not given),-0.4,20.6,-0.1%,47,0.2,i,i,12.2%,12.1%,0.3%,·,-15.0%
COc1ccc(S(=O)(=O)N2CCC(C(=O)N3CCc4ccccc4C3)CC2)cc1,0.3,25.2,2.1%,48,0.4,i,i,11.6%,-2.8%,-0.8%,1,5.6%
Cc1cc(S(=O)(=O)NCC(=O)O)ccc1F,0.1,56.9,2.7%,50,0.6,i,i,1.0%,4.0%,2.9%,1.2,-3.5%
O=C1/C(=C\c2ccc(Br)o2)SC(=Nc2ccccc2)N1c1ccccc1,6.3,10.3,4.2%,68,1.2*,+,i,10.9%,2.4%,0.7%,1,-5.1%
NC(=O)c1ccsc1NC(=O)COC(=O)CNC(=O)c1ccc(F)cc1,0.8,31.5,0.9%,102,0.3,i,i,·,7.8%,0.8%[50 µM],·,·
C=CCn1c(SCC(=O)Nc2ccc(NC(C)=O)cc2)nc2sc(C)c(C)c2c1=O,1.5,43.8,1.5%,47,1.0,i,i,·,4.1%,0.6%[50 µM],·,·
Cc1ccc(N2CCN(C(=O)N3CCOCC3)CC2)c(C)c1,-1.1,26.9,0.0%,71,2.2,i,i,5.1%,-0.1%,-0.7%,1.1,-6.4%
CCCn1c(=N)c(C#N)cc2c(=O)n3cccc(C)c3nc21,-1.1,28.6,3.2%,59,·,·,i,5.5%,·,·,1.1,1.6%
Cc1ccc2c(c1)C1(OCCO1)C(=O)N2,3.3,44.2,2.0%,80,0.9,i,i,-0.4%,4.9%,4.6%,1.1,5.3%
COC(=O)c1ccc(N=NNc2ccccc2)cc1,0.9,51.9,0.8%,64,0.6,i,i,7.7%,8.4%,0.1%,1,0.7%
COc1ccccc1Nc1ccc([N+](=O)[O-])cn1,-1.2,29.8,-0.3%,54,0.1,i,i,2.2%,1.2%,1.1%,1,-4.2%
Cn1c(CCc2ccc(N)cc2)nc2ccccc21,2.8,29.3,-0.6%,36,0.6,i,i,21.3%,2.9%,-0.1%,1.1,-4.5%
COC(=O)c1cc(S(=O)(=O)N2CCCCCC2)c[nH]1,-1.3,25.7,1.0%,68,2.2,i,i,·,-2.8%,-0.1%,·,·
CS(=O)(=O)N1CCCC(C(=O)Nc2c(F)cccc2F)C1 (stereo not given),0.5,14.9,0.6%,68,0.5,i,i,9.1%,11.0%,0.1%,·,-2.2%
c1ccc(-c2nnc3sc(-c4ccncc4)nn23)cc1,1.6,7.3,-0.3%,52,9.6,i,i,-0.8%,4.0%,0.7%,1,-5.0%
CCn1c(C)cc(/C=C2/SC(=O)N(CC(=O)N3CCCC3)C2=O)c1C,-0.6,22.5,7.0%,54,1.2,i,i,21.7%,8.2%,-0.1%,·,-4.0%
CCCCNC(=S)NNC(=O)c1nn(C)cc1Cl,-1.2,10.6,2.2%,80,0.2,i,i,21.5%,9.6%,0.0%,2.8,7.6%
COc1ccc(Oc2cc(C(F)(F)F)cnc2C(N)=O)cc1,-0.6,40.7,1.7%,47,1.3,i,i,-2.0%,5.2%,0.3%,1.1,-9.0%
COC(=O)C1=C(O)CSC1=Nc1cccc(C(F)(F)F)c1,-0.5,39.9,1.9%,99,2.0,i,i,3.9%,0.9%,0.0%,1.1,1.2%
O=C(CCCn1cncn1)N1CCCC(N2CCN(c3ccccc3F)CC2)C1 (stereo not given),0.5,29.0,0.1%,55,2.6,i,i,1.0%,-1.7%,-0.2%,·,3.9%
CCOc1ccc(OCCSc2nc3ccccc3o2)cc1,2.4,29.8,2.5%,33,0.9,i,i,0.4%,11.5%,0.2%,1,12.3%

Compounds above that have a thiophene ring, fused or not:
molecule,NTR1 agonist,T cell modulator vesicle-bound %,RSV antiviral HEp-2,NTR1 agonist cell count 20 µM,Myeloid diff 2 GFP+ MAC1+ %,Myeloid diff 2,T cell modulator,SV40 large T antigen,MgcRacGAP inhibition,K1F lysis inhibition,TNAP activation fold,PhoP inhibition
NC(=O)c1ccsc1NC(=O)COC(=O)CNC(=O)c1ccc(F)cc1,0.8,31.5,0.9%,102,0.3,i,i,·,7.8%,0.8%[50 µM],·,·
C=CCn1c(SCC(=O)Nc2ccc(NC(C)=O)cc2)nc2sc(C)c(C)c2c1=O,1.5,43.8,1.5%,47,1.0,i,i,·,4.1%,0.6%[50 µM],·,·

(further entries)
molecule,NTR1 agonist,T cell modulator vesicle-bound %,RSV antiviral HEp-2,NTR1 agonist cell count 20 µM,Myeloid diff 2 GFP+ MAC1+ %,Myeloid diff 2,T cell modulator,SV40 large T antigen,MgcRacGAP inhibition,K1F lysis inhibition,TNAP activation fold,PhoP inhibition
O=C(Nc1ccccc1C(=O)O)c1ncn[nH]1,·,·,·,·,0.8,i,·,13.6%,23.1%,0.0%,1.2,-3.0%
C=CCOc1c(Cl)cc(CNCCCN2CCOCC2)cc1OC,0.5,48.6,-2.2%,47,0.5,i,i,4.2%,8.6%,0.3%,·,-5.3%
O=C(CNC(=O)c1ccccc1F)NC1CCN(Cc2ccccc2)CC1,-0.3,13.7,-0.2%,52,·,·,i,-0.5%,4.3%,0.5%,·,1.7%
Cc1ccc(CNC(=O)CCS(=O)(=O)c2ccc3c(c2)CC(C)N3C(=O)C2CC2)cc1 (stereo not given),0.3,35.2,0.3%,61,2.2,i,i,9.0%,5.3%,0.1%,·,-3.9%
O=C(NCCCN1CCOCC1)C(=O)NCc1ccc(Cl)cc1,1.5,31.1,-1.6%,58,0.8,i,i,6.1%,-4.3%,0.7%,1,-3.3%
O=Cc1c(Cl)[nH]c(=O)n1-c1ccccc1,-0.4,·,·,106,0.0,i,·,25.9%,·,·,1.1,-4.3%
Cc1ccc(C2CC(=O)C=C(O)C2)cc1 (stereo not given),0.1,36.0,1.5%,33,0.6,i,i,7.8%,3.5%,-0.4%,1.1,-24.3%
CCOc1ccc(-c2cc(C(=O)NCCCn3ccnc3)c3ccccc3n2)cc1,-1.0,6.1,7.2%,34,0.5,i,i,14.0%,5.7%,0.7%,1,12.1%
Cc1oc(-c2ccccc2Cl)nc1CS(=O)(=O)CC(=O)NC(C)c1ccccc1 (stereo not given),8.0,25.2,3.3%,56,2.7,i,i,2.3%,11.3%,-0.5%,·,·
COC(=O)c1cc(S(=O)(=O)NCCc2sccc2C)c[nH]1,1.6,25.4,6.1%,68,2.1,i,i,11.4%,12.3%,0.3%,·,-4.4%
CCOc1ccc(C(=O)NC(=S)Nc2cccnc2)cc1,-0.3,42.3,0.9%,61,0.4,i,i,7.9%,14.3%,1.7%,1,10.5%
Cc1ccccc1NC(=O)C(C)N1C(=O)c2ccccc2C1=O (stereo not given),-0.9,47.6,0.0%,48,2.2,i,i,3.8%,-17.4%,-2.9%,·,6.9%
COc1cc2nc(N(CCCN(C)C)C(=O)c3ccc(S(=O)(=O)N4CCc5ccccc54)cc3)sc2cc1OC,1.0,58.9,-0.2%,58,1.3,i,i,13.7%,12.8%,1.8%[50 µM],·,1.2%
OCCNC(=S)Nc1ccc2nsnc2c1,0.1,7.2,-0.1%,41,1.1,i,i,5.1%,8.4%,-0.2%,1,0.0%
CCNS(=O)(=O)c1ccc(NC(=S)N2CCc3ccccc32)cc1,1.2,70.0,0.6%,71,0.9,i,i,15.3%,4.9%,0.1%,·,-4.3%
CC(=O)N/C(=C\c1ccccc1)C(=O)OC(C)C(=O)NCc1ccccc1 (stereo not given),-0.5,14.6,1.1%,39,0.4,i,i,16.0%,1.6%,-0.7%,·,-7.8%
COc1ccc(C(=O)C2CCCN(C(=O)CSC)C2)cc1OC (stereo not given),0.1,62.0,0.8%,59,0.5,i,i,7.2%,13.8%,0.3%,·,5.6%
CCOc1c(Br)cc(C(N)=O)cc1OC,0.5,57.7,2.8%,61,0.9,i,i,-4.9%,7.4%,1.8%,1.1,21.9%
Cc1[nH]c2ccc3c(ncn3CCC#N)c2c1C,1.2,45.0,2.1%,87,1.3,i,i,33.3%,22.4%,0.4%,1.1,-2.3%
CCc1ccc(C2=NNC(=Nc3cccc(S(=O)(=O)N(C)C)c3)SC2)cc1,0.2,39.5,14.9%,59,1.0,i,i,4.3%,10.5%,2.0%,1.2,12.1%

Screens: PubChem, several laboratories
